Kir21 block – inhibitors of mouse Kir2.1 inward-rectifier potassium channel; Inward rectifier potassium channel 2 (Mus musculus), P35561; HEK293-Kir2.1, FluxOR thallium flux fluorescence; active compounds read low; B-score at 10 µM; 310,000 tested, 0.85% active; AID 1672, 2009;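 active means fluorescence ratio B-score at or below minus 3 SD of library scores, with starting-brightness B-score within 2 SD, cut at about -4.2 in these data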;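 further: channel flux triggered by added potassium and thallium sulfate stimulus; B-score of peak minus minimum fluorescence over baseline after thallium stimulus; more negative B-score means stronger Kir2.1 block with less thallium influx; some compounds called inactive have numbers as strong as hits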
Target sequence (P35561 whole entry, looked up): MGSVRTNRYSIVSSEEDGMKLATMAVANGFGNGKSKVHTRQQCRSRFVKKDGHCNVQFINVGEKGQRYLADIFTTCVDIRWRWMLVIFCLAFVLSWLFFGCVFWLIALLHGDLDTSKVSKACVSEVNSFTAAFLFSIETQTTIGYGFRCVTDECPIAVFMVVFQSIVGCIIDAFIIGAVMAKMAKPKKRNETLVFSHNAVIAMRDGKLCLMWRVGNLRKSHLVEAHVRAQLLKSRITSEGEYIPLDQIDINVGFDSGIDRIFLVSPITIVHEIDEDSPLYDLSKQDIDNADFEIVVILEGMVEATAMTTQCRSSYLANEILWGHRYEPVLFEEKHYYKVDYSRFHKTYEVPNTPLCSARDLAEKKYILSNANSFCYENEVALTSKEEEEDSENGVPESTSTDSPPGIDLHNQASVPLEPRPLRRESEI
STK33 kinase inh – inhibitors of purified STK33 kinase, primary screen, biochemical, ADP-Glo luminescence, homogeneous, cell-free; Serine/threonine-protein kinase 33 (Homo sapiens), Q9BYT3; MBP phosphorylation; inhibition, % at 10 µM; 320,000 tested, 0.073% active;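 active means inhibition at or above 25%, using the most active replicate where run in duplicate; inactive means inhibition below 25%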
Target sequence (Q9BYT3 whole entry, looked up): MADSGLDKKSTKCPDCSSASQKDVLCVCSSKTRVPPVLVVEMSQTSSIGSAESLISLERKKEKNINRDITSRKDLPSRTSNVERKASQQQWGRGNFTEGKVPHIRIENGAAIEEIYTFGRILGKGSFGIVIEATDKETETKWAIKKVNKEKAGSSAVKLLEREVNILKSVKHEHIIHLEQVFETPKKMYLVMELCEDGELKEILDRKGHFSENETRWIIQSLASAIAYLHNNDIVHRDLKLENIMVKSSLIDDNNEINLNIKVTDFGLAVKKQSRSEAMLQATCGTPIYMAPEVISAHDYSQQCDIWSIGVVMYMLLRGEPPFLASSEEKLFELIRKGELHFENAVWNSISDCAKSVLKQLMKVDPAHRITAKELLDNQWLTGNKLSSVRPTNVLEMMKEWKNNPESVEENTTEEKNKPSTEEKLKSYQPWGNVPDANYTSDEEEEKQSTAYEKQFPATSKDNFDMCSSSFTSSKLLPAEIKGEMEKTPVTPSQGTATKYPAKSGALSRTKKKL
Active calls of the source: *.

Results for CCCOC(=O)c1ccc(NC(=O)c2cn(CC)c3nc(C)ccc3c2=O)cc1 ?
Kir21 block: -0.6

What do the screens show for `Cc1cc(C(=O)OCC(=O)NCc2ccc(F)cc2)c2ccccc2n1`?
STK33 kinase inh: 0.6

What do the screens show for `CC(NC(=O)C1CCN(C(=O)c2ccc(F)cc2)CC1)c1ccc(S(N)(=O)=O)cc1` (stereo not given)?
STK33 kinase inh: -0.6

How did Oc1c(/C=N/c2ncn[nH]2)ccc2ccccc12 do in these assays?
Kir21 block: -0.91; STK33 kinase inh: 1.8

What do the screens show for `Cc1cc(NC(=O)CSc2nc(-c3cccs3)cc(C(F)(F)F)n2)no1`?
Kir21 block: -0.61; STK33 kinase inh: 0.1

What do the screens show for `Cc1ccc(S(=O)(=O)NN)c(C)c1N1CCCC1=O`?
Kir21 block: -1.4; STK33 kinase inh: -1.5

Results for CCOC(=O)C1(C)/C(=N/Nc2ccc(S(N)(=O)=O)cc2)C(=O)C(=O)N1c1ccccc1 (stereo not given) ?
Kir21 block: 1.6; STK33 kinase inh: -0.5

Results for CCc1nnc(NS(=O)(=O)c2ccc(NS(=O)(=O)c3ccccc3[N+](=O)[O-])cc2)s1 ?
Kir21 block: 1.2; STK33 kinase inh: 0.2

How did O=C(NCc1ccccc1Cl)C1CCCN(S(=O)(=O)c2cccc3nsnc23)C1 (stereo not given) do in these assays?
Kir21 block: 0; STK33 kinase inh: -2.0

Results for CCCc1nnc(SCC(=O)NC2CC2)n1CC ?
Kir21 block: -0.95; STK33 kinase inh: -2.2

Results for Cc1cc(NC(=O)Cn2c(=O)c3c(ncn3CC(C)C)n(Cc3ccccc3)c2=O)no1 ?
Kir21 block: -0.28; STK33 kinase inh: -1.7

How did COc1ccc(C(C)(C)C)cc1NC(=O)c1ccc2c(c1)SC1=NS(=O)(=O)CCN12 do in these assays?
Kir21 block: 0.01; STK33 kinase inh: -1.0

How did O=C(Oc1cccc(/C=N/Nc2nc(Nc3ccccc3)nc(N3CCOCC3)n2)c1)c1ccco1 do in these assays?
Kir21 block: 0.77; STK33 kinase inh: -1.2

Results for Cc1nccc(-c2ccc(-n3cnc4ccccc43)cc2)n1 ?
Kir21 block: 0.2; STK33 kinase inh: 0.7

What do the screens show for `CCO[C@@H]1OC(C(=O)N2CCCCCCC2)=C[C@H](c2csc3ccccc23)[C@H]1CCCO`?
Kir21 block: -2; STK33 kinase inh: -1.1

How did CCC(Sc1nc(=O)cc(N)n1-c1cccc(C)c1)C(=O)Nc1cc(C)on1 (stereo not given) do in these assays?
Kir21 block: 0.04; STK33 kinase inh: -1.1

Results for NC(=O)c1ccc[n+](CC(=O)Nc2ccccc2C(=O)O)c1 ?
Kir21 block: 3.4; STK33 kinase inh: -0.1

How did O=C(N/N=C/c1ccncc1)c1sc2ccccc2c1Cl do in these assays?
Kir21 block: -0.88; STK33 kinase inh: -1.4

What do the screens show for `CC1(C)Cc2c(sc(NC(=O)c3ccc(C(=O)c4ccccc4)cc3)c2C(N)=O)C(C)(C)N1`?
Kir21 block: 0.31; STK33 kinase inh: 0.3

How did Cc1ccc(C)c(C(C)NC(=O)c2ccccc2Br)c1 (stereo not given) do in these assays?
Kir21 block: -0.05; STK33 kinase inh: 0.2

In the list so far, these contain fluorine.
What do the screens show for `Cc1cc(C(=O)OCC(=O)NCc2ccc(F)cc2)c2ccccc2n1`?
STK33 kinase inh: 0.6

What do the screens show for `CC(NC(=O)C1CCN(C(=O)c2ccc(F)cc2)CC1)c1ccc(S(N)(=O)=O)cc1` (stereo not given)?
STK33 kinase inh: -0.6

What do the screens show for `Cc1cc(NC(=O)CSc2nc(-c3cccs3)cc(C(F)(F)F)n2)no1`?
Kir21 block: -0.61; STK33 kinase inh: 0.1

The results go on.
What do the screens show for `COc1cc(OC)nc(NC(=O)NS(=O)(=O)c2ccc(F)cc2)n1`?
Kir21 block: 1.2; STK33 kinase inh: -2.3

How did O=C(COc1ccc(Cl)cc1)OCC(=O)N1CCOCC1 do in these assays?
STK33 kinase inh: -1.0

How did CCOC(=O)N1CCN(Cc2nc3cc(NC(=O)CC)ccc3n2CC)CC1 do in these assays?
Kir21 block: -0.72; STK33 kinase inh: -0.5

Results for CCOC(=O)N1CCN(C(=O)CSCc2ccccc2C)CC1 ?
Kir21 block: -0.13; STK33 kinase inh: -3.0

What do the screens show for `O=C(O)c1cccc(NC(CNS(=O)(=O)c2ccc(Cl)cc2)c2ccccc2)c1` (stereo not given)?
Kir21 block: -0.82; STK33 kinase inh: -0.3

Results for COc1ccc(OC)c(NC(=O)c2ccc(CSc3ncccn3)cc2)c1 ?
Kir21 block: -0.77; STK33 kinase inh: -0.1

How did NS(=O)(=O)c1ccc(CNC(=O)Cc2c(F)cccc2Cl)cc1 do in these assays?
Kir21 block: 1.1; STK33 kinase inh: 0.7

What do the screens show for `O=C(COC(=O)c1cn(-c2ccccc2)nc1-c1cccnc1)NC1CC1`?
Kir21 block: 1.3; STK33 kinase inh: -0.9

Results for COc1ccccc1N1CCN(CC(=O)Nc2ccc3c(c2)OCCO3)CC1 ?
Kir21 block: -1.4; STK33 kinase inh: 6.3

Results for O=C(NCC1(N2CCOCC2)CCCCC1)c1ccc(S(=O)(=O)Nc2ccccc2F)cc1 ?
Kir21 block: 2.1; STK33 kinase inh: 0.0

What do the screens show for `CC(C)c1ccc(N2CCN(C(=O)c3ccccc3NC(=O)/C=C(\C(=O)O)c3ccccc3)CC2)cc1`?
Kir21 block: -8.8*

What do the screens show for `CCOc1ccc(N)cc1OC`?
Kir21 block: -0.5; STK33 kinase inh: 0.5

Results for COc1ccccc1/C=C/C(=O)OCC(=O)c1c[nH]c2ccccc12 ?
STK33 kinase inh: -0.9

Results for Cc1cc(C)c(NC(=O)CN(C)C(=O)c2ccc(OCc3ccccc3)cc2)c(C)c1 ?
STK33 kinase inh: 0.4

How did COc1ccc(C)cc1NC(=O)CN1C(=O)c2ccccc2S1(=O)=O do in these assays?
Kir21 block: -1.5; STK33 kinase inh: -3.5

How did COc1ccc(Cc2nnc(NC(=O)CSc3ccccc3)s2)cc1 do in these assays?
Kir21 block: 0.38; STK33 kinase inh: 0.0

How did CCc1cc2c(COC(=O)c3cc(S(=O)(=O)N4CCOCC4)ccc3F)cc(=O)oc2cc1O do in these assays?
STK33 kinase inh: 0.0

Results for Cc1cc(C)c(C)c(S(=O)(=O)N[C@@H](C)C(=O)OC(C)C(=O)NC(N)=O)c1C (stereo not given in full) ?
Kir21 block: 1.2; STK33 kinase inh: -0.5

What do the screens show for `COC(=O)c1ccc2nc(C)cc(Nc3ccc(N(C)C)cc3)c2c1`?
Kir21 block: -0.37; STK33 kinase inh: -1.1

Results for COc1cccc(CNC(=O)CCC2CCCN(C(=O)CCc3c(C)noc3C)C2)c1 (stereo not given) ?
Kir21 block: -0.64; STK33 kinase inh: -0.7

Two successive entries already listed, quoted:
Results for CCCOC(=O)c1ccc(NC(=O)c2cn(CC)c3nc(C)ccc3c2=O)cc1 ?
Kir21 block: -0.6

What do the screens show for `Cc1cc(C(=O)OCC(=O)NCc2ccc(F)cc2)c2ccccc2n1`?
STK33 kinase inh: 0.6

Going on with the list:
Results for Cc1ccccc1NC(=O)Cn1c(=O)oc2ccccc21 ?
Kir21 block: -1; STK33 kinase inh: 0.8

What do the screens show for `CC1CN(c2cc(=O)n(Cc3ccc(F)cc3)c(=O)[nH]2)CC(C)O1` (stereo not given)?
Kir21 block: 0; STK33 kinase inh: -0.3

How did O=C(C1CCCN1S(=O)(=O)c1ccc(Cl)cc1)N1CCN(c2ccccc2)CC1 (stereo not given) do in these assays?
STK33 kinase inh: 1.0

Results for CSc1nnnn1-c1c(C)cccc1C ?
Kir21 block: -0.32; STK33 kinase inh: -0.8

Results for O=C(O)c1ccc(/C=N/n2c(C3CCCCC3)n[nH]c2=S)cc1 ?
Kir21 block: -0.57; STK33 kinase inh: -0.5

Results for CCCc1cc(=O)oc2cc(OCc3cc(OC)c(OC)c(OC)c3)c(Cl)cc12 ?
Kir21 block: 0.02; STK33 kinase inh: 0.0

How did CCCN1CCN(CCCNC(=O)c2cc3c(s2)-c2ccccc2OC3)CC1 do in these assays?
Kir21 block: -0.32; STK33 kinase inh: 0.4

Results for O=C(N/N=C\c1cccc(Cl)c1)c1n[nH]c2c1CCCC2 ?
Kir21 block: -0.38; STK33 kinase inh: 0.6

How did COc1cc(C)ccc1OCc1cc(C(=O)N2CCCCCCC2)no1 do in these assays?
Kir21 block: -1.7; STK33 kinase inh: -0.7

Results for O=C(COC(=O)c1ccc(N2CCOCC2)c([N+](=O)[O-])c1)Nc1ccc2c(c1)OCO2 ?
Kir21 block: 0.39; STK33 kinase inh: -0.9

Of the compounds above, 4 have a COOH group.
Results for NC(=O)c1ccc[n+](CC(=O)Nc2ccccc2C(=O)O)c1 ?
Kir21 block: 3.4; STK33 kinase inh: -0.1

What do the screens show for `O=C(O)c1cccc(NC(CNS(=O)(=O)c2ccc(Cl)cc2)c2ccccc2)c1` (stereo not given)?
Kir21 block: -0.82; STK33 kinase inh: -0.3

What do the screens show for `CC(C)c1ccc(N2CCN(C(=O)c3ccccc3NC(=O)/C=C(\C(=O)O)c3ccccc3)CC2)cc1`?
Kir21 block: -8.8*

Results for O=C(O)c1ccc(/C=N/n2c(C3CCCCC3)n[nH]c2=S)cc1 ?
Kir21 block: -0.57; STK33 kinase inh: -0.5

The list continues:
Results for CCC1(C)Cc2ccccc2C(=S)N1 (stereo not given) ?
Kir21 block: -2.5; STK33 kinase inh: 0.5

What do the screens show for `CCOC(=O)c1ccc(NC(=O)Cn2cccc2)cc1`?
Kir21 block: 0; STK33 kinase inh: -0.3

What do the screens show for `O=C(CCNC(=O)c1ccccc1Cl)N/N=C\c1ccc(O)cc1`?
Kir21 block: -0.67; STK33 kinase inh: 0.3

How did COc1cccc(OCCOCCNCCO)c1 do in these assays?
Kir21 block: -0.04; STK33 kinase inh: 1.5

What do the screens show for `CCCNS(=O)(=O)c1ccc(OCC(=O)Nc2ccc3c(c2)OCO3)cc1`?
Kir21 block: -0.22; STK33 kinase inh: 6.1

Results for O=C(COC(=O)c1cccc(S(=O)(=O)N2CCCCC2)c1)NC1CCCCC1 ?
STK33 kinase inh: -1.4

What do the screens show for `COc1ccc(-n2c(N)c(C(=O)NCC3CCCO3)c3nc4ccccc4nc32)c(OC)c1` (stereo not given)?
Kir21 block: 0.23; STK33 kinase inh: -0.1

Results for COc1ccc(C2C(C#N)=C(/N=C/N3CCOCC3)OC3=C2C(=O)CC(C)(C)C3)cc1OC (stereo not given) ?
Kir21 block: -0.76; STK33 kinase inh: 0.2

How did CCCn1c(SCC(=O)Nc2ccccc2Oc2ccccc2)n[nH]c1=O do in these assays?
Kir21 block: -3.8; STK33 kinase inh: 0.1

Results for CN1C(=O)/C(=C/c2ccc3c(c2)OCO3)N=C1c1ccccc1 ?
Kir21 block: -0.97; STK33 kinase inh: -1.0

Results for CN(C)/C=C(\C(=O)c1ccccc1)c1nnnn1-c1ccccc1 ?
Kir21 block: 1.3; STK33 kinase inh: -3.0

What do the screens show for `O=C(NC1CCCCC1)N1CCC(c2nc3ccc(Cl)cc3[nH]2)CC1`?
Kir21 block: 0.14; STK33 kinase inh: -0.3

Results for CC1=C(C(=O)OC(C)(C)C)C(c2cccc3ccccc23)NC(=O)N1 (stereo not given) ?
Kir21 block: -0.25; STK33 kinase inh: 5.1

What do the screens show for `COc1ccc(NC(=O)c2cc(-c3cccs3)on2)cc1`?
Kir21 block: -0.39; STK33 kinase inh: 0.2

What do the screens show for `COc1ccc2nc(NC(=O)c3ccccc3F)sc2c1`?
Kir21 block: 0; STK33 kinase inh: 1.1

What do the screens show for `COc1ccc(CC(=O)Oc2ccc(F)cc2)cc1`?
Kir21 block: -0.1; STK33 kinase inh: -0.8

Results for CCOC(=O)c1ccc(NC(=O)CNC(=O)c2ccccc2)cc1 ?
Kir21 block: 2.4; STK33 kinase inh: -0.4

Results for CCC(CC)C(=O)Nc1ccc(-c2cn3cccnc3n2)cc1 ?
Kir21 block: -0.03; STK33 kinase inh: -1.2

How did CC(C)n1c(-c2ccccc2F)n[nH]c1=S do in these assays?
Kir21 block: 1.4; STK33 kinase inh: 2.4

Results for OCC(CO)(CO)NCC(O)CN1c2ccccc2Sc2ccccc21 (stereo not given) ?
Kir21 block: -0.62; STK33 kinase inh: 1.0

Results for O=C1C2C3C=CC(C3)C2C(=O)N1c1cccc2ccccc12 (stereo not given) ?
Kir21 block: -1.4; STK33 kinase inh: -0.7

What do the screens show for `Cc1ccc(-n2cc(CN3CCCN(C=O)CC3)c(-c3ccc(F)cc3)n2)cc1`?
Kir21 block: -0.09; STK33 kinase inh: 4.2

How did CC(=O)Nc1ccc(NC(=O)C(C)OC(=O)c2c(C)nn(-c3ccccc3)c2Cl)cc1 (stereo not given) do in these assays?
STK33 kinase inh: -0.6

Results for COc1ccc(C(=O)/C=C/Nc2ccc(S(N)(=O)=O)cc2)cc1OC ?
Kir21 block: 0.61; STK33 kinase inh: 0.3

How did O=C(NC(=S)Nc1cc(S(=O)(=O)N2CCOCC2)ccc1O)c1ccco1 do in these assays?
Kir21 block: -0.77; STK33 kinase inh: -1.1

Results for CCN1C(=O)N[C@@H](c2ccco2)C(C(C)=O)=C1C ?
Kir21 block: -0.05; STK33 kinase inh: 0.6

How did Cc1cccn2c(/C=N/OCc3cccc(F)c3)c(-c3ccc(Cl)cc3)nc12 do in these assays?
Kir21 block: 0.71; STK33 kinase inh: -0.8

How did COC(=O)CSc1nnc(-c2ccc(OC)c(OC)c2)o1 do in these assays?
Kir21 block: -0.69; STK33 kinase inh: 0.7

What do the screens show for `S=c1[nH]nc(-c2ccc(Cl)cc2)n1-c1ccc2c(c1)OCCO2`?
Kir21 block: -0.54; STK33 kinase inh: -0.8

Results for O=C1C(Cl)=C(N2CCOCC2)C(=O)N1c1cccc(Cl)c1 ?
Kir21 block: 2; STK33 kinase inh: -0.9

Compound activity (PubChem BioAssay)
